HTR1A agonist = human 5-HT1a receptor agonists, primary screen, cell-based, CHO, Ga15 NFAT-bla reporter; CHO 5-HT1a Ga15 NFAT-bla reporter, FRET ratio; 0% basal, 100% maximal reference agonist; activation, % at 10 µM; 65,000 compounds, 0.56% hits;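 active = activation above the screen-wide mean activation plus 3 SD, cut at about 19% in these data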;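 note: 0% = DMSO wells and 100% = 5-CT at EC100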
Target sequence (P08908 whole entry, looked up): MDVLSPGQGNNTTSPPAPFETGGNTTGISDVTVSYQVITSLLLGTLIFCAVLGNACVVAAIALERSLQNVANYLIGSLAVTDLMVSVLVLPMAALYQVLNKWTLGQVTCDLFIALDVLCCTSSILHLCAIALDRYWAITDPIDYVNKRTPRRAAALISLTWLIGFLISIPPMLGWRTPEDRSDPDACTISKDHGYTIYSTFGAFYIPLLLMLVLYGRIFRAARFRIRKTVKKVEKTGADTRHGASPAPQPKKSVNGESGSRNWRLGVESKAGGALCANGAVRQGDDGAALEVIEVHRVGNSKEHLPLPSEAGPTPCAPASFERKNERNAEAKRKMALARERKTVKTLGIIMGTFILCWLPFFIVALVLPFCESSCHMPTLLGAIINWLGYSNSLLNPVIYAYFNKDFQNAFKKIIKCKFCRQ
MMP13 inh = human MMP13 inhibitors, primary screen, biochemical, FRET peptide cleavage; 65,000 compounds, 0.07% hits; MMP-13 fTHP FRET cleavage, Mca fluorescence; inhibition, % at 4 µM; AID 570, 2006; Collagenase 3 (Homo sapiens), P45452;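 active = inhibition above the mean of compound-free control plate wells plus 3 SD, cut at about 14% in these data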;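 note: 0% = DMSO wells and 100% = wells with reference MMP-13 inhibitor after basal subtraction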
SF-1 act = activators of human SF-1, primary screen, cell-based, CHO-K1, Gal4-SF-1 LBD, luciferase luminescence; Steroidogenic factor 1 (Homo sapiens), Q13285; CHO-K1 Gal4-SF-1 LBD luciferase reporter; % increase over DMSO SF-1-specific signal; activation, % at 10 µM; 65,000 compounds, 1.9% hits;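 active = activation above the mean activation of all tested compounds plus 3 SD, cut at about 50% in these data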
Target sequence (Q13285 whole entry, looked up, the tested form may be a part): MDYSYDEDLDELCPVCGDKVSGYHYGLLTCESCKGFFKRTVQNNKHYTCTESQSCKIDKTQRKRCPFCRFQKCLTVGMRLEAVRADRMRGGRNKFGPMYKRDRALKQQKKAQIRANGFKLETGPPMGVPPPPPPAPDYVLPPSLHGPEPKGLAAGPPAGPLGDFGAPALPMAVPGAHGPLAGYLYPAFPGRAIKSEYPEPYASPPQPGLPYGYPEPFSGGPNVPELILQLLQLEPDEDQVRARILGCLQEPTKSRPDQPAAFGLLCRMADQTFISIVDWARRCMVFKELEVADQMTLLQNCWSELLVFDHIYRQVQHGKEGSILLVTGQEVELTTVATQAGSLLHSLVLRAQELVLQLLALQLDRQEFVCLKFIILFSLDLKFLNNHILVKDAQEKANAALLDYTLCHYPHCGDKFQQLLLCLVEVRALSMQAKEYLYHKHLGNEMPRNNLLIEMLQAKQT
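Assay system – CHO-K1 cells with Gal4–hSF-1 LBD chimera plus Gal4-driven luciferase · Quantity – 4,000 cells per well · Times – compound added 1 h post-seeding, 20 h exposure at 37 °C, 5% CO2 · Measured by – luciferase light emission · Benchmarks – DMSO and mock-transfected background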
NADH coupling = inhibitors of PK/LDH coupling enzymes, profiling panel, artefact control, biochemical, MLSMR library | coupled PK/LDH NADH assays, four targets | IC50, µM (doses to about 10 µM), without a hit: at the highest dose inhibition | 65,000 compounds, 0.02% hits | AID 774, 2007;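 active = single-dose screening hits from any of four coupled enzyme assays that gave an IC50 when retested across doses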;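 note: the DPM-DC format reads NADH fluorescence rather than 340 nm absorbance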
HTR1E antagonist = 5-HT1E receptor antagonists, primary screen, cell-based, HTS; inhibition, % at 6 µM; 5-hydroxytryptamine receptor 1E (Homo sapiens), P28566; CHO 5-HT1E Ga15 NFAT-bla reporter, FRET, antagonist; 65,000 compounds, 0.99% hits; AID 571, 2007;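 active = inhibition above a set limit, the mean inhibition across every tested compound plus 3 SD, cut at about 29% in these data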;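 note: signal is the 460 over 535 nm emission ratio of beta-lactamase substrate; 0% = agonist plus DMSO wells and 100% = wells without agonist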
5HT1a antag = human 5-HT1a receptor antagonists, primary screen, cell-based, CHO, Ga15 NFAT-bla reporter. inhibition, % at 10 µM. 5-hydroxytryptamine receptor 1A (Homo sapiens), P08908. CHO 5-HT1a Ga15 NFAT-bla reporter, antagonist mode. 62,000 compounds, 0.68% hits;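 active = inhibition above the mean of all tested compounds plus 3 SD, cut at about 43% in these data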;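 note: receptor stimulated by 5-CT agonist at 100 nM near EC80; beta-lactamase reporter measured by ratiometric fluorescence of a cleavable substrate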
RORA act = activators of orphan receptor RORA, primary screen, cell-based, luminescence; CHO-K1 Gal4-RORA LBD luciferase reporter; percent increase over mock-subtracted basal signal; activation, % at 10 µM; 65,000 compounds, 1.5% hits; AID 560, 2006;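 active = activation above the mean of all tested compounds plus 3 SD, cut at about 49% in these data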;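 note: 0% = DMSO-treated RORA cells and 100% = added signal equal to DMSO minus mock-transfected cells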
5HT1E ag = 5-HT1E receptor agonists, primary screen, cell-based, HTS; activation, % at 6 µM; 65,000 compounds, 0.69% hits; CHO 5-HT1E Ga15 NFAT-bla reporter, FRET; 0% DMSO wells, 100% control agonist wells; 5-hydroxytryptamine receptor 1E (Homo sapiens), P28566;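 active = activation above a set limit, the screen-wide mean activation plus 3 SD, cut at about 8.5% in these data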;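 note: 100% = positive control agonist at 1 µM giving full maximal response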
Ecoli tolC = growth inhibitors of E. coli tolC mutant, primary screen, strain BW25113 ΔtolC::kan, 384-well. 65,000 compounds, 2.2% hits. AID 573, 2007. growth inhibition, % at 10 µM (by protocol). OD615;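 active = growth inhibition at or above a cutoff equal to the mean over every tested compound plus 3 SD, cut at about 60% in these data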;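 note: growth measured after 20 h incubation at 37 °C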
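Test system: tolC-deleted E. coli BW25113 | Medium: LB with kanamycin 50 µg/mL | Compound dosing: Single concentration, 10 µM final per compound | Schedule: 37 °C, 20 h exposure | Measured by: OD at 615 nm | Evaluation: Percent growth inhibition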
The depositor's hits bear a star; x = not tested or not shown.

| smiles | 5HT1a antag | HTR1A agonist | NADH coupling | RORA act | Ecoli tolC | HTR1E antagonist | 5HT1E ag | MMP13 inh | SF-1 act |
| --- | --- | --- | --- | --- | --- | --- | --- | --- | --- |
| CC1CCN(S(=O)(=O)c2cccc(C(=O)N(C)C3CCS(=O)(=O)C3)c2)CC1 (centres undefined) | -8.3 | -0.2 | 11.0% | 2.4 | -12.5 | -9.0 | 1.0 | 6.0 | 8.8 |
| Cc1oc(C(C)(C)C)cc1C(=O)NCC(=O)NCC(=O)O | 1.1 | -3.4 | 5.0% | 11.6 | -25.6 | 15.8 | 0.4 | -2.0 | -14.2 |
| CCN1CCN(Cc2nc3c(c(=O)[nH]c(=O)n3C)n2Cc2ccccc2Cl)CC1 | -9.2 | -0.8 | 3.0% | 19.1 | -4.2 | 2.3 | 0.0 | 5.4 | -7.7 |
| COc1ccc(N2CCN(C(=O)CSc3nnnn3-c3ccc4c(c3)OCCO4)CC2)cc1 | 12.4 | -0.2 | 5.0% | -18.3 | 7.4 | -6.1 | 0.4 | 2.4 | 6.4 |
| CCOC(=O)N1CCC(NC(=O)CN2C(=O)CSc3nc(C)cc(C)c32)CC1 | 7.2 | -2.2 | 0.0% | 6.8 | -9.9 | 8.5 | -0.2 | 0.0 | 5.9 |
| CSc1nsc(SC)c1C(=O)NCCNS(=O)(=O)c1ccc(C)cc1 | -12.4 | 0.1 | 4.0% | -11.7 | 7.2 | 0.4 | 0.6 | -4.2 | -10.3 |
| CC(Sc1nc(N2CCOCC2)nc(N2CCOCC2)n1)C(=O)Nc1ccccc1 (centres undefined) | -11.4 | -1.9 | 6.0% | -23.5 | 8.6 | 4.8 | 0.3 | -2.1 | 3.1 |
| Cc1ccccc1N(C)S(=O)(=O)c1ccc2[nH]cc(C(=O)NCC3CCCO3)c(=O)c2c1 (centres undefined) | -5.8 | 0.7 | 16.0% | -14.0 | 22.6 | -10.0 | 0.3 | -9.7 | -4.6 |
| CCOCCn1c(N2CCN(c3ccc(OC)cc3)CC2)nc2c1c(=O)n(C)c(=O)n2C | -29.7 | 6.5 | 3.0% | -1.6 | -6.2 | -0.6 | 0.3 | -0.3 | -4.5 |
| COC(=O)C(Cc1ccc(O)cc1)NC(=O)c1ccccc1OC (centres undefined) | -15.9 | -2.5 | 2.0% | -7.5 | 11.5 | -10.2 | -0.5 | -1.1 | 2.9 |
| COc1ccc(Cc2nnc(NC(=O)c3cccs3)s2)cc1 | -16.9 | 0.1 | 8.0% | 50.6* | -2.3 | -6.1 | 0.6 | -7.3 | 15.0 |
| CCOc1ccc(C(O)c2nccn2Cc2ccccc2)cc1 (centres undefined) | 2.0 | -1.8 | 2.0% | -5.1 | 1.9 | 4.8 | -0.2 | 4.0 | -13.1 |
| Cc1ccc(CC(=O)Nc2nncs2)cc1 | 7.4 | -0.7 | 4.0% | -11.4 | -4.2 | -9.9 | 0.8 | 0.8 | -7.4 |
| CCOC(=O)c1cc(C#N)c(NCc2ccccc2)nc1C | -3.1 | 0.1 | 2.0% | 2.1 | 0.0 | 10.9 | -0.9 | -21.7 | 4.4 |
| O=C(Nc1ccccc1)c1ccc(NCc2ccco2)c(S(=O)(=O)N2CCOCC2)c1 | -126.6 | -0.1 | 4.0% | 12.3 | 44.4 | 4.5 | 0.3 | 0.4 | -4.2 |
| O=C(O)CCC(NC(=O)OCc1ccccc1)C(=O)O (centres undefined) | -20.1 | -0.7 | 7.0% | 13.8 | -17.2 | -11.1 | -0.4 | 1.7 | -9.6 |
| CCc1ccccc1Nc1nc(N)nc(COC(=O)c2cccn2C)n1 | 4.6 | -1.0 | 9.0% | 28.4 | 5.6 | 2.9 | -0.2 | 3.8 | 30.7 |
| CCN1CCN(/C=N/c2nc(C)cs2)CC1 | -0.7 | -2.1 | 0.0% | 25.1 | 0.7 | -3.9 | -0.3 | -0.1 | 30.1 |
| COc1ccc(NC(=O)CSC2=NC(=O)CC(C)=N2)cc1 | -3.0 | -0.2 | 5.0% | 7.1 | 4.9 | -4.7 | -0.2 | 2.2 | 22.9 |
| COc1ccc(OC)c(C(=O)C2COC(=O)C2)c1 (centres undefined) | 10.5 | -3.8 | 8.0% | 2.1 | -0.7 | 10.0 | -2.2 | 3.6 | -27.7 |
| CS(=O)(=O)N(CC(=O)O)c1cc(Cl)cc(Cl)c1 | -10.6 | -2.2 | 3.0% | -10.2 | -8.5 | -2.7 | -0.2 | 0.0 | -12.2 |
| CCOC(=O)N1CCN(C(=O)c2ccc(CN(c3ccccc3)S(C)(=O)=O)cc2)CC1 | -5.6 | -2.4 | 3.0% | -11.9 | -0.2 | -0.4 | 0.4 | 10.8 | 4.0 |
| Cc1nc(C)n(CC(O)COc2ccc(C(=O)c3ccccc3)cc2)n1 (centres undefined) | -23.7 | 2.5 | 8.0% | -10.3 | -7.5 | -0.4 | 0.1 | 0.8 | 5.6 |
| CCOC(=O)C1(CCSC)NC(c2ccco2)C2C(=O)N(CC)C(=O)C21 (centres undefined) | 9.5 | -2.1 | 6.0% | 12.9 | -13.4 | 8.1 | -0.6 | 1.1 | -4.1 |
| COc1ccc(-c2noc(COc3ccccc3OC)n2)cc1OC | 7.9 | -0.1 | 4.0% | 25.5 | 40.6 | 5.7 | 0.2 | 6.1 | 16.4 |
| Cc1cc(C)cc(OCC(=O)NCCN2CCOCC2)c1 | 10.8 | -2.4 | 1.0% | -14.5 | -3.6 | -1.6 | 0.3 | 5.9 | 14.9 |
| CC(C)C(NC(=O)C12CC3CC(CC(C3)C1)C2)C(=O)O (centres undefined) | 0.2 | -1.6 | 7.0% | 8.0 | -11.3 | -0.4 | -0.3 | 4.8 | -3.4 |
| COc1ccc(/C(O)=C2\C(=O)C(=O)N(CCN3CCOCC3)C2c2ccccc2OC)cc1 (centres undefined) | x | -2.7 | 6.0% | -16.3 | 5.6 | -15.1 | -0.1 | -4.0 | 8.5 |
| CCOc1cccc(-c2nnc3sc(COc4ccccc4)nn23)c1 | x | -0.5 | 4.0% | -17.2 | 16.7 | -9.9 | -1.3 | -2.1 | -4.9 |
| COc1ccc(CNC(=O)c2cccs2)cc1 | 4.8 | -3.6 | 1.0% | -0.5 | -0.9 | 4.4 | -0.3 | -0.6 | 2.6 |
| CCOC(=O)C1CCN(C2CC(=O)N(c3cccc(Cl)c3)C2=O)CC1 (centres undefined) | -7.6 | 0.4 | 1.0% | -6.3 | -9.4 | -10.9 | 0.6 | 5.9 | 0.8 |
| COCCn1c(SCc2cccnc2)nnc1-c1ccco1 | -2.4 | 0.1 | 9.0% | -12.5 | x | -8.2 | 0.2 | -1.6 | 5.3 |
| C1CCc2nnc(-c3nnc4n3CCCCC4)n2CC1 | -1.8 | -5.1 | 3.0% | -15.5 | -11.0 | -9.9 | 0.3 | -4.4 | -12.4 |
| O=C(Cn1cc(C(=O)c2cccs2)c2ccccc21)NCC1CCCO1 (centres undefined) | 11.1 | -1.1 | 12.0% | -0.3 | 25.1 | -6.2 | 0.3 | 7.9 | 2.5 |
| O=C(Oc1ccc(OC(=O)N2CCOCC2)cc1)c1ccccc1 | -5.9 | 0.1 | 1.0% | -12.0 | -1.3 | -4.3 | -0.6 | 2.4 | -13.4 |
| Cc1ccccc1Cn1nnc(C(=O)Nc2cccc(C)c2C)c1N | 1.7 | -0.4 | 3.0% | -5.1 | 26.8 | 8.9 | -0.3 | 3.4 | 7.4 |
| Cc1ccc(S(=O)(=O)NCCC(=O)NCc2ccc3c(c2)OCO3)cc1C | -2.1 | -1.8 | 6.0% | -3.5 | 15.4 | 1.9 | -0.3 | -0.6 | -3.4 |
| CCOC(=O)c1oc2ccc(S(=O)(=O)N3CCC(C)CC3)cc2c1C | 8.5 | -1.4 | 4.0% | -1.2 | 14.7 | 1.9 | 1.6 | 1.8 | 7.9 |
| Cc1ccc2nc(NC(=O)c3cccs3)sc2c1 | 9.2 | -1.5 | 3.0% | -13.9 | 18.7 | -5.5 | -0.3 | -0.5 | -40.7 |
| Cc1cc(C)c(NC(=O)OCCN2CCOCC2)c(C)c1 | x | -0.4 | 1.0% | -3.9 | 6.8 | -0.5 | 0.0 | 1.1 | -4.6 |
| Cc1nc(CNS(=O)(=O)c2cccnc2)cs1 | 20.5 | 0.6 | 5.0% | -21.3 | 0.2 | 5.0 | -1.9 | 2.4 | -4.1 |
| CC(C)(C)NC(=O)c1ccc2c(c1)N(CC(=O)N1CCN(c3ccccc3F)CC1)C(=O)C(C)(C)O2 | -7.0 | -1.1 | 1.0% | 1.3 | -6.5 | -3.1 | 0.1 | 1.7 | 13.4 |
| Cc1cc(C)nc(SCC(=O)OCN2C(=O)c3ccccc3C2=O)n1 | -5.7 | -0.8 | 6.0% | -7.7 | 2.8 | -0.4 | -0.5 | 3.0 | -7.3 |
| CCOc1ccc(CN2CCN(S(=O)(=O)c3ccc(NC(C)=O)cc3)CC2)cc1OC | -15.3 | -0.8 | 25.0% | 8.3 | 5.0 | 0.9 | 0.4 | -3.0 | -7.0 |
| CCn1c(SCC(=O)Nc2ccc3c(c2)OCCO3)nc2c(c1=O)SC(C)C2 (centres undefined) | 3.6 | 1.1 | 6.0% | -8.7 | 25.3 | 0.8 | 0.2 | 2.2 | -0.6 |
| CCOC(=O)C1CCN(c2c(N3CCN(Cc4ccccc4)CC3)c(=O)c2=O)CC1 | 1.0 | -0.7 | 4.0% | 8.9 | -7.7 | -8.3 | -0.3 | -0.2 | 4.4 |
| Cc1ccc(S(=O)(=O)N2CCN(Cc3cccc(C)c3O)CC2)cc1 | -0.1 | -0.7 | 8.0% | 3.5 | -15.4 | 4.5 | 0.3 | -4.2 | 4.4 |
| Cc1ccc2oc(=O)c3cnn(CC(=O)N4CCc5ccccc5C4)c3c2c1 | 0.9 | 2.0 | 6.0% | 6.0 | 9.0 | 11.1 | -0.1 | 3.7 | -14.2 |
| CCOC(=O)N1CCC(NS(=O)(=O)c2cc(Br)cc3c2N(C(=O)CC)CC3)CC1 | -9.3 | -0.8 | 5.0% | -9.2 | 10.8 | 2.8 | -0.3 | 1.9 | -12.4 |

Of the compounds above, 2 have an NH in an aromatic ring:
| smiles | 5HT1a antag | HTR1A agonist | NADH coupling | RORA act | Ecoli tolC | HTR1E antagonist | 5HT1E ag | MMP13 inh | SF-1 act |
| --- | --- | --- | --- | --- | --- | --- | --- | --- | --- |
| CCN1CCN(Cc2nc3c(c(=O)[nH]c(=O)n3C)n2Cc2ccccc2Cl)CC1 | -9.2 | -0.8 | 3.0% | 19.1 | -4.2 | 2.3 | 0.0 | 5.4 | -7.7 |
| Cc1ccccc1N(C)S(=O)(=O)c1ccc2[nH]cc(C(=O)NCC3CCCO3)c(=O)c2c1 (centres undefined) | -5.8 | 0.7 | 16.0% | -14.0 | 22.6 | -10.0 | 0.3 | -9.7 | -4.6 |
